# Bioassay records as filed in PubChem.
# SIRT5 inh: inhibitors of human sirtuin-5 desuccinylase | hit rate 1.1% among 330,000 | Purified SirT5, succinyl-peptide AMC, trypsin-coupled fluorescence | AID 652115 | Q9NXA8 | inhibition, % at 15 µM; in the data active = inhibition above about 15%; inconclusive = no clear call, values can overlap the other calls
# Target sequence (Q9NXA8 whole entry, looked up): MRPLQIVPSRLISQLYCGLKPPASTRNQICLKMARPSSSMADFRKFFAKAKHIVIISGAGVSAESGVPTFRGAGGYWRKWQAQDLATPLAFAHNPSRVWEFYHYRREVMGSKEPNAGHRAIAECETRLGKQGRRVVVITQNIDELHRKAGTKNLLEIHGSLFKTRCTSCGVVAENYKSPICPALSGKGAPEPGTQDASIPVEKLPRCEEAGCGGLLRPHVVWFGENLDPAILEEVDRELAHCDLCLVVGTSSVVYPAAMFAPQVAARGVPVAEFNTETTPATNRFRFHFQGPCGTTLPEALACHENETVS
# C2C12 statin: protects C2C12 myotubes from simvastatin toxicity; ATP luminescence, 48 h; scaled: DMSO 0, geranylgeraniol control 100; rescue of ATP level, % at 7.49 µM; hit rate 0.78% among 330,000;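 active = mean ATP rescue above about 67%, or every replicate alone reaching that limit, limit read from the data, passing the limit was not always enough; inconclusive = no clear call, values can overlap the other calls; inactive = mean under the limit and some replicate under it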;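 note: myotubes were challenged with 10 µM simvastatin during compound exposure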
# ERp5 block: ERp5 (human) disulfide isomerase inhibition; hit rate 0.05% among 350,000; inhibition, % at 9.99 µM; Q15084; ERp5 insulin aggregation, absorbance 650 nm, 90 min;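 active = mean replicate inhibition above about 25%, with every replicate also reaching it, limit read from the data, passing the limit was not always enough; inconclusive = only one of those two criteria met; inactive = neither criterion met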
# PglD DTNB: blocks C. jejuni PglD acetyltransferase activity. purified PglD enzyme, DTNB colorimetric CoA detection. inhibition, % at 12.5 µM. hit rate 0.098% among 360,000; in the data active = inhibition above about 16%, passing the limit was not always enough; inconclusive = no clear call, values can overlap the other calls; note: strong numbers were not always called active
# S100A4 inh HTS: blocks human S100A4 binding to myosin IIA peptide; P26447; S100A4/TAMRA-MyoIIA peptide fluorescence polarization; inhibition, % at 10.7 µM; hit rate 0.14% among 360,000; AID 652163;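 active = mean inhibition of at least 70% across replicates, with every replicate also reaching that level; inconclusive = mean inhibition reaches 70% but some replicates fall short; inactive = mean inhibition below 70%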
# Target sequence (P26447 whole entry, looked up): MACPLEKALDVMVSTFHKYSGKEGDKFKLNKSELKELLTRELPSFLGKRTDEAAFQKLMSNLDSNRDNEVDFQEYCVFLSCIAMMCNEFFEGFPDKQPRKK
#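 Compound dosing: one dose per compound; test system: human S100A4 monomer with TAMRA-labelled myosin IIA peptide; probe or stimulus: TAMRA-labelled myosin IIA heavy-chain peptide probe, 5 nM; medium: HEPES buffer with Ca2+, pH 7.2; schedule: 5 min incubation before reading; benchmarks: neutral control DMSO, positive control TFP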
# E-selectin induc: E-selectin induction on HUVECs; P16581; HUVEC E-selectin immunofluorescence imaging; normalized: neutral wells 0, TNF-alpha wells 100; activation, % at 7.58 µM; hit rate 0.37% among 260,000;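 active = mean E-selectin-positive cell signal at least 10% of the positive control, reached in at least 60% of replicates, without over 20% cell loss; inconclusive = no rule given, readout overlaps actives, possibly toxicity-flagged; inactive = the rest, including those meeting only one limit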;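 note: in these data hits start at about 27%; measured in HUVEC primary endothelial cells; signal is the percent of cells scored E-selectin positive by PE staining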
# Target sequence (P16581 whole entry, looked up): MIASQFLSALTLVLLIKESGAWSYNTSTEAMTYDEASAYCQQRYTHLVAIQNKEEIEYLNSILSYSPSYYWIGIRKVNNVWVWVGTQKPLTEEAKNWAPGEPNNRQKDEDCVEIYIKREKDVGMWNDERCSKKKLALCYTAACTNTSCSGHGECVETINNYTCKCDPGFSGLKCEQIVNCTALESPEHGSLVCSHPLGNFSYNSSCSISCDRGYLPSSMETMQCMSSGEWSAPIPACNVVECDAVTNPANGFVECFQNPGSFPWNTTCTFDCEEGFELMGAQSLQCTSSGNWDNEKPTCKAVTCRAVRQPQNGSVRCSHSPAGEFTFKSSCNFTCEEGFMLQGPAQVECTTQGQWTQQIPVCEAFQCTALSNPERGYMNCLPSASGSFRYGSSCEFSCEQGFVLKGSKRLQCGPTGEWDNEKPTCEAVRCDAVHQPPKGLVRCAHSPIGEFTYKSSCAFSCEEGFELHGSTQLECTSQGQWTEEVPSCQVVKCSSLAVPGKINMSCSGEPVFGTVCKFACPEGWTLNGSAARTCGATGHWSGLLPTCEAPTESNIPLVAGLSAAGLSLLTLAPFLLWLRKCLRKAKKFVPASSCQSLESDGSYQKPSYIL
#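 Material: HUVEC primary endothelial cells; Amount: 3,000 cells per well; Dosing: single concentration; Medium: EGM-2 growth medium on 0.1% gelatin-coated wells; Read-out basis: percent E-selectin-positive cells; Signal: immunofluorescence imaging; Control set: TNF-alpha, DMSO.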
# DENV2 CPE rescue: DENV2-induced cell death inhibition. CPE inhibition, % at 9.99 µM. DENV2-infected cells, cytopathic effect rescue, plate reader. hit rate 1.7% among 350,000; in the data active = CPE inhibition above about 20%, passing the limit was not always enough; inconclusive = no clear call, values can overlap the other calls; tested in BHK-21 cells;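 note: 0% = median of neutral control wells and 100% = median of positive control wells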
# * hit, by the source's call; ? = inconclusive; nt = not tested or not shown. An excerpt; the hit share may differ from the screen's.
# Values run as follows: SIRT5 inh, C2C12 statin, ERp5 block, PglD DTNB, S100A4 inh HTS, E-selectin induc, DENV2 CPE rescue
O=C(NCCN1CCN(C(=O)c2cccc(Br)c2)CC1)C(=O)NCc1ccccc1
  -2.0, nt, -17.3, -0.2, -0.8, nt, 1.5
O=C(O)C[C@@H]1C[C@H]2c3cc(NC(=O)Nc4ccccc4)ccc3O[C@H]2[C@@H](CO)O1
  -1.9, 3.4, 1.7, 2.0, -2.0, 0.1, 7.8
CN1/C(=C/C=C/c2n(C)c3cc([N+](=O)[O-])c([N+](=O)[O-])cc3[n+]2C)C(C)(C)c2ccccc21
  3.0, -71.4, -5.0, -5.8, -6.3, 3.1, 2.7
Cn1nc(C2CC2)cc1NC(=O)C1(C)CCN1C(=O)CCc1ccccc1 (centres undefined)
  0.5, -2.1, 0.2, 0.4, -6.8, 1.0, -10.4
COCCNC(=O)C[C@@H]1C[C@H]2c3cc(NC(=O)NC4CCCCC4)ccc3O[C@H]2[C@H](CO)O1
  0.5, 1.4, 3.4, 1.0, -8.2, 0.1, 1.8
O=c1c(Cc2ccc(F)cc2)c(O)ccn1CCc1ccccn1
  -0.6, nt, -0.5, nt, -1.3, 3.4, 13.9
CNc1snc(C)c1C(=O)OCC(=O)N(C)c1ccccc1
  -0.1, 8.7, -23.6, -4.8, 3.0, nt, -2.8
O=C(C1CCC(CNc2c(N3CCCC3)c(=O)c2=O)CC1)N1CCc2ccccc21 (centres undefined)
  -3.7, 12.8, 5.1, 0.1, 2.9, 1.5, 6.1
O=C(Nc1cccc(Oc2ccccc2)c1)C1Cc2c(-c3ccccc3)ccnc2O1 (centres undefined)
  -11.5, -0.6, -2.0, 8.7, -2.6, 0.3, -4.2
Nc1nc2ncc(C(=O)c3cc(Cl)cc(Cl)c3O)cc2s1
  4.0, 16.3, -3.7, 3.9, -2.5, 0.8, -0.7
CC1CCN(Cc2ccc(-c3nnn(CC(=O)NC4CCCCC4)n3)cc2)CC1
  -2.0, nt, 8.9, nt, 4.0, nt, -1.4
COc1ccc(CCNC(=O)c2cc3c(=O)n4cccc(C)c4nc3n(CCCN3CCOCC3)c2=N)cc1
  -2.2, -0.3, -11.4, 0.3, -2.9, nt, -3.3
O=C(NCc1ccccc1)c1cc(C2COCCN2C(=O)OCCF)on1 (centres undefined)
  1.8, -0.4, 2.6, 1.2, -1.9, -0.6, 19.5
CC12CCC(=O)N1C(C(=O)NCCN1C(=O)S/C(=C\c3ccccc3F)C1=O)CS2 (centres undefined)
  0.8, nt, -5.6, nt, -1.0, 0.4, 5.5
C[C@@H]1CN[C@@H](CCO)/C1=C\c1ccccc1
  14.9, -9.5, -4.4, -2.3, -1.0, 0.0, 4.6
COc1cccc(-n2nnnc2SCC(=O)c2ccc(NC(C)=O)cc2)c1
  -3.5, -26.1, -2.1, 3.6, -2.2, nt, -2.7
COc1ccc(N2CCN(C(CNC(=O)C(=O)NC3CCCC3)c3ccco3)CC2)cc1 (centres undefined)
  -0.6, 3.4, 2.3, 5.7, 2.9, nt, -12.2
CC1C(=O)N(Cc2cn(CCC3OCCO3)nn2)CCS(=O)(=O)N1Cc1ccc(-c2ccncc2)cc1 (centres undefined)
  -6.3, 9.6, -1.6, nt, -6.2, 0.1, 11.9
CC1CCCC(NC(=O)C2CCC(CNc3c(N4CCCC4)c(=O)c3=O)CC2)C1C (centres undefined)
  5.2, -3.8, -4.3, -3.5, -1.7, 3.7, 5.0
O=S(=O)(N/N=C\c1ccccc1O)c1ccc(Cl)cc1
  -1.0, 19.4, 2.0, -1.7, -2.5, 0.7, 6.5
O=C(COC(=O)c1ccc(F)c(S(=O)(=O)N2CCOCC2)c1)Nc1ccc(Cl)cn1
  2.5, -0.6, -3.1, 9.3, -2.6, -5.1, -6.1
Cc1noc(C)c1NC(=O)Nc1ccc2c(c1)C(=O)N([C@@H](C)CO)C[C@@H](C)[C@@H](CN(C)Cc1ccc(C(F)(F)F)cc1)OCCCC[C@@H](C)O2
  12.6, nt, 7.7, 1.9, -4.0, 0.4, -5.9
CN(C)CC(C)(C)CNS(=O)(=O)c1ccc(Cl)cc1
  -2.0, -1.4, 0.8, -5.8, 8.2, 1.5, 0.0
COc1ccc(NC(=O)N2CC(=O)N3[C@@H](CO)[C@H](c4ccc(Br)cc4)[C@@H]3C2)cc1
  -2.5, nt, -2.8, nt, 7.3, 0.9, 7.5
Cc1ccc2[nH]c(=O)c(CN(Cc3cccnc3)Cc3nnnn3CC3CCCO3)cc2c1 (centres undefined)
  -1.2, nt, 5.1, 0.9, -1.7, 2.7, 1.5
CCCC#Cc1ccc([C@H]2[C@@H](CO)N3C(=O)CN(C(=O)c4cccnc4)C[C@H]23)cc1
  12.9, nt, -1.1, nt, 2.3, -0.2, 0.0
O=C(c1ccco1)N1N=C(c2cccs2)CC1c1ccccc1O (centres undefined)
  -5.1, nt, 4.1, -6.1, -2.9, -0.1, 1.0
CCN(CC)C(=O)Cn1cc(C(=O)C(=O)NCc2cccs2)c2ccccc21
  -2.8, nt, 0.4, nt, 0.4, 3.5, nt
O=C(CCCNC(=O)c1ccc(Cl)cc1)Nc1ccccc1F
  0.6, 6.8, -2.3, -6.5, -2.6, nt, -4.3
Cc1cccc(C)c1NC(=O)C(c1cc2ccccc2o1)N1CCN(C)CC1 (centres undefined)
  -1.6, nt, 5.9, nt, 4.2, 0.0, 13.3

# Other compounds follow.
SMILES	SIRT5 inh	C2C12 statin	ERp5 block	PglD DTNB	S100A4 inh HTS	E-selectin induc	DENV2 CPE rescue
Cc1cccc(C)c1NC(=O)C(c1ccc([N+](=O)[O-])cc1)N(C)C(=O)c1ccccn1 (centres undefined)	nt	nt	-4.9	1.2	4.6	nt	3.8
N#Cc1ccccc1OCC(=O)NNC(=O)c1ccncc1	2.9	5.7	-2.2	3.8	-1.3	-0.2	5.4
COc1cccc(CNC(=O)c2cccnc2Sc2ccc(Cl)cc2)c1	0.9	13.7	10.3	3.1	-7.9	-0.1	?
COCCNC(=O)C1CCC(CNS(=O)(=O)c2cccc3nsnc23)CC1 (centres undefined)	-9.5	-14.7	nt	-2.5	6.2	nt	0.3
CCOc1cccc(NC(=O)C2CC(=O)N(C)C(=Nc3cccc(F)c3)S2)c1 (centres undefined)	-1.4	18.9	5.1	-1.6	1.3	nt	2.5
COc1ccc([N+](=O)[O-])cc1N(CC(=O)NCCSc1ccccc1)S(C)(=O)=O	5.5	-6.2	-8.6	nt	5.0	-0.3	-1.4
Cc1ccc(S(=O)(=O)N2CCN(C(=O)c3cc(S(=O)(=O)N4CCOCC4)c(Cl)cc3Cl)CC2)cc1	-0.9	5.5	3.6	-1.0	-3.9	nt	-1.0
CCc1ccc(/C=C2/C(=O)N(CC)C(=S)N2C)s1	-4.3	nt	-6.3	nt	3.7	nt	0.4

# Another view of four compounds above.
> CCc1ccc(/C=C2/C(=O)N(CC)C(=S)N2C)s1
  SIRT5 inh: -4.3 | C2C12 statin: nt | ERp5 block: -6.3 | PglD DTNB: nt | S100A4 inh HTS: 3.7 | E-selectin induc: nt | DENV2 CPE rescue: 0.4

> COc1cccc(CNC(=O)c2cccnc2Sc2ccc(Cl)cc2)c1
  SIRT5 inh: 0.9 | C2C12 statin: 13.7 | ERp5 block: 10.3 | PglD DTNB: 3.1 | S100A4 inh HTS: -7.9 | E-selectin induc: -0.1 | DENV2 CPE rescue: ?

> Cc1ccc(S(=O)(=O)N2CCN(C(=O)c3cc(S(=O)(=O)N4CCOCC4)c(Cl)cc3Cl)CC2)cc1
  SIRT5 inh: -0.9 | C2C12 statin: 5.5 | ERp5 block: 3.6 | PglD DTNB: -1.0 | S100A4 inh HTS: -3.9 | E-selectin induc: nt | DENV2 CPE rescue: -1.0

> COCCNC(=O)C1CCC(CNS(=O)(=O)c2cccc3nsnc23)CC1 (centres undefined)
  SIRT5 inh: -9.5 | C2C12 statin: -14.7 | ERp5 block: nt | PglD DTNB: -2.5 | S100A4 inh HTS: 6.2 | E-selectin induc: nt | DENV2 CPE rescue: 0.3

# (continued)
SMILES	SIRT5 inh	C2C12 statin	ERp5 block	PglD DTNB	S100A4 inh HTS	E-selectin induc	DENV2 CPE rescue
COc1ccc2c3c(n(C)c2c1)[C@H](CO)N(C(=O)Nc1ccc(F)cc1)CC31CCN(C(=O)NC(C)C)CC1	-2.1	nt	12.2	nt	1.5	-0.5	2.2
C[C@H]1CN([C@@H](C)CO)C(=O)c2cc(NC(=O)Nc3ccc(C(F)(F)F)cc3)ccc2O[C@H]1CN(C)S(=O)(=O)c1cn(C)cn1	14.6	14.7	-3.1	2.0	-12.8	nt	-2.9
CCOc1cccc2c1OC1(C)CC2NC(=O)N1c1cccc(C(=O)NCc2ccccn2)c1 (centres undefined)	-2.3	1.9	-1.5	-1.9	-1.8	1.9	4.6
CCC(=O)NC[C@H]1[C@@H](c2ccc(C3=CCCC3)cc2)[C@H](CO)N1C(=O)C1CC1	nt	-1.1	nt	-1.2	nt	-0.1	8.7
COCC(=O)NC[C@@H]1[C@@H](c2ccccc2)[C@@H](CO)N1C(C)=O	6.9	-9.1	-2.0	-8.2	17.0	0.1	-2.9
NNC(=O)c1[nH]c2ccc([N+](=O)[O-])cc2c1-c1ccccc1	1.6	-0.3	-0.3	8.6	-1.5	nt	1.1
C[C@@H]1CN([C@@H](C)CO)C(=O)c2cccc(NS(C)(=O)=O)c2O[C@@H]1CN(C)C(=O)Nc1ccc2c(c1)OCO2	3.8	nt	2.1	-25.0	-4.9	-1.9	-16.5
Cc1ccc(C)c(N(C(=O)CCC(=O)Nc2cc(C)on2)C(C(=O)NC2CCCC2)c2ccco2)c1 (centres undefined)	1.5	nt	-6.9	1.3	-0.5	nt	nt
Nc1cc(-c2ccc(Cl)cc2)nn1S(=O)(=O)c1cccc2nsnc12	0.3	9.5	3.0	-4.5	7.9	2.6	-3.5
COc1ccccc1S(=O)(=O)N(C)C[C@@H]1OCc2ccccc2-c2c(n(C)c3ccccc23)C(=O)N([C@@H](C)CO)C[C@H]1C	13.4	nt	7.7	-2.0	9.8	0.3	4.8
COc1ccc(NC(=O)Nc2ccc3c(c2)CC(=O)N([C@H](C)CO)C[C@@H](C)[C@@H](CN(C)C(=O)Nc2ccccc2)O3)cc1	-3.6	-3.1	9.6	-3.1	-0.6	0.1	8.8
COc1ccc(S(=O)(=O)N(C)CC(=O)NCc2ccco2)cc1Cl	-3.1	nt	-4.0	-3.8	-2.0	-0.3	-7.3
O=C(Nc1cccc(-c2ccccc2)c1)N1CCN(C(=O)Nc2cccc(-c3ccccc3)c2)CC1	-3.0	-18.3	5.4	1.0	-0.2	-2.2	-2.3
Nc1ccn([C@@H]2O[C@H](CNCc3ccc(C#CCCO)cc3)[C@@H](O)[C@H]2O)c(=O)n1	-0.3	-1.6	-1.0	-0.4	1.6	-0.3	-10.8
O=C(Nc1ccc(N2CCN(C(=O)c3ccc(Cl)cc3)CC2)cc1)c1cccs1	-1.3	-15.8	0.1	1.8	0.4	0.2	3.1
O=C(C[C@H]1CC[C@@H]2NC[C@@H](O)COC[C@H]2O1)N1CCc2ccccc2C1	nt	9.5	nt	-1.3	nt	-0.2	2.2
Cn1cc(CCCC(=O)NCc2ccc(F)cc2)c2ccccc21	-4.6	9.6	0.9	-3.4	-7.5	0.1	1.4
CSc1ccc(C(=O)C2CCCN(C(=O)c3ccsc3)C2)cc1 (centres undefined)	-0.4	9.3	-2.8	4.5	6.3	-0.1	-1.8
COC1C(C)=C(C)C(=O)N1Cc1ccccc1 (centres undefined)	3.2	-3.4	2.6	2.8	-0.2	0.0	-7.2
